PG9 binder = small molecules binding HIV-1 gp120 antibody PG9; TR-FRET gp120-PG9 antibody binding; inhibition, % at 6.7 µM; hit rate 0.43% among 360,000; in the data active means inhibition above about 8.5%
PLC-beta3 inh = inhibitors of human phospholipase C beta3. Q01970. Purified PLC-beta3, fluorogenic substrate, fluorescence. inhibition, % at 12.2 µM. hit rate 0.18% among 370,000; in the data active means inhibition above about 11%;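 further: 0% = median of compound wells on plate and 100% = full blocker control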
ssDAF-12 act = activates DAF-12 receptor from parasite S. stercoralis. HEK293 ssDAF-12/GRIP1 lit1-tk-luc reporter, luminescence; % of 3 µM dafachronic acid response. hit rate 1% among 370,000. activation, % at 6.8 µM. AID 652126;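 active means activation above the mean over all tested compounds plus 3 SD, cut at about 0.9% in these data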;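 further: 0% = DMSO-only wells and 100% = 3 µM delta7-dafachronic acid wells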
hgDAF-12 ag = hgDAF-12 agonism, primary luciferase screen | HEK293 GAL4-hgDAF12 UAS-luciferase reporter, agonist luminescence; normalized to butyrate control | activation, % at 6.8 µM | hit rate 1.8% among 370,000;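 active means activation above a cutoff set at the mean of all screened compounds plus 3 SD, cut at about 10% in these data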;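 further: 0% = DMSO wells and 100% = sodium butyrate wells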
GAA850 FXN act = increases GAA850 frataxin promoter reporter activity | AID 540364 | HEK293 lucGAA850 FXN promoter luciferase reporter, 24 h; percent of 10 µM SAHA response | hit rate 0.56% among 360,000 | activation, % at 6 µM;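 active means activation above the average of all compounds screened plus 3 SD, cutoff fixed separately per campaign, cut at about 7.5% in these data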;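 further: 0% = DMSO wells and 100% = 10 µM SAHA wells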
SMARCA2 activ = increases SMARCA2 function in MMTV reporter cells | hit rate 1% among 370,000 | MG213 cells, MMTV-luciferase reporter, dexamethasone, overnight | activation, % at 9.1 µM; in the data active means activation above about 7.8%;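 further: 0% = vehicle wells and 100% = reference activator wells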
DAX1 inh-1 = inhibits human nuclear receptor DAX1; P51843; HEK293 Gal4-DAX1 luciferase reporter, luminescence; inhibition, % at 6.75 µM; hit rate 0.99% among 340,000; AID 504766;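 active means inhibition above the mean over all tested compounds plus 3 SD, cut at about 4.2% in these data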;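 further: 0% = DAX1-transfected cells with DMSO and 100% = empty-vector control cells with DMSO; inhibition shows as a rise in luminescence from relieved DAX1 repression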
Target sequence (P51843 207-470 limits assumed): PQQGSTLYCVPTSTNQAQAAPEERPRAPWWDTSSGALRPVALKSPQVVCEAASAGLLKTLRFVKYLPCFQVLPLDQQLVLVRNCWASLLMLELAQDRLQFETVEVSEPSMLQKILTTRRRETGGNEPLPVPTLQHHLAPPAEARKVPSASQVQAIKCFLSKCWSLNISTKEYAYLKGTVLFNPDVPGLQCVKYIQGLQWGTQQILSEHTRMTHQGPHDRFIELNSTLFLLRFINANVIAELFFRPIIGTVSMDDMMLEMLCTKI
hcDAF12 agonist = activates DAF-12 receptor from parasite H. contortus. HEK293 hcDAF-12 lit1-tk-luc reporter, luminescence; 0% DMSO, 100% Δ7-dafachronic acid. activation, % at 6.8 µM. hit rate 1.4% among 370,000;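 active means activation above the mean of all tested compounds plus 3 SD, cut at about 5.5% in these data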;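 further: 100% = response to 3 µM Δ7-dafachronic acid high control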
NR1D1 modulator = Rev-erb alpha (human) modulation; P20393; Rev-erbα–FITC-DNA binding, fluorescence polarization, 90 min; activity, % at 10 µM; AID 1259318; hit rate 0.79% among 370,000;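 active means activity above about 14%, limit read from the data; passing the limit was not always enough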;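 further: 0% = DMSO wells with 35 nM protein and 100% = DMSO wells with 750 nM protein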
Target sequence (P20393 whole entry, looked up): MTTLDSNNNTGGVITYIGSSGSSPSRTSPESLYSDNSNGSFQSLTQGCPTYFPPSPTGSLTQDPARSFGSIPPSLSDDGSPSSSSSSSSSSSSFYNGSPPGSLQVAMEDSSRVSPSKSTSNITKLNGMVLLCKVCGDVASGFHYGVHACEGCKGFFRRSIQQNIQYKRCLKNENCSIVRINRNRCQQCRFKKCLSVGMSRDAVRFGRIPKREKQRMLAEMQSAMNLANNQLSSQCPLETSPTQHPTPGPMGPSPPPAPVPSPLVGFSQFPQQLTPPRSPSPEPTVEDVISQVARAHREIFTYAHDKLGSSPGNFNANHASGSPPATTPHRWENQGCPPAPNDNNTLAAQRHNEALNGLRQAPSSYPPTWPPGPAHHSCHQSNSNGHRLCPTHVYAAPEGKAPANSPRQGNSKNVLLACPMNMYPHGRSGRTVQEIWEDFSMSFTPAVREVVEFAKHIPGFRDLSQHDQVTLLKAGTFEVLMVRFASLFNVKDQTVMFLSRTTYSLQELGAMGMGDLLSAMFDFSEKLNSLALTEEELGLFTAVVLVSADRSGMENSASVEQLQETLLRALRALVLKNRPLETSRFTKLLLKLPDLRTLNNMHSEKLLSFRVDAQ
DAX1 inh-2 = blocks DAX1 repression of SF-1 activated StAR promoter. HEK293T StAR-luciferase reporter, SF-1/DAX-1 repression relief. inhibition, % at 6.8 µM. hit rate 1.1% among 370,000. AID 652010;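 active means inhibition above the mean over all tested compounds plus 3 SD, cut at about 3.6% in these data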;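 further: 0% = DAX-1 cells with DMSO and 100% = cells lacking DAX-1 with DMSO; higher inhibition means more luminescence from relief of DAX-1 repression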
HGIII-sPLA2 inh = Inhibits HGIII-sPLA2 liposome hydrolysis, primary screen | Q9NZ20 | QFRET BODIPY PC-A2 liposome hydrolysis, fluorescence | inhibition, % at 12.2 µM | hit rate 0.56% among 370,000;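 active means inhibition above mean plus 3 SD of compounds lying within the high and low control bounds, cut at about 19% in these data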;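 further: 0% = median of test compound wells and 100% = no enzyme DMSO wells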
* = called active by the depositor; i = inactive; x = no result given; & = joins results of further samples.

SMILES | PG9 binder | PLC-beta3 inh | ssDAF-12 act | hgDAF-12 ag | GAA850 FXN act | SMARCA2 activ | DAX1 inh-1 | hcDAF12 agonist | NR1D1 modulator | DAX1 inh-2 | HGIII-sPLA2 inh
CCCCC[n+]1ccn(-c2nc3ccccc3nc2[N-]S(=O)(=O)c2ccc(C)cc2)c1 | -3.0 | -93 | 0.1 | -0.4 | 1.2 | 0 | 0.2 | -0.5 | 1 | 0.0 | -3
COc1ccccc1N1CCN(C(=O)c2cc3c(s2)CCC3)CC1 | -1.0 | -3 | -1.2 | -0.6 | -0.1 | 0 | -1.2 | -0.8 | -16 | 0.1 | 2
Oc1ccc(Nc2nc(-c3ccc4ccccc4c3)cs2)cc1 | -4.7 | -19 | -2.2 | -3.8 | 5.0 | -4 | -1.5 | -0.6 | 2 | -2.0 | 7
Cc1cccc(N(CC(N)=O)C2SC(=O)N(c3ccccc3)C2=O)c1 (centres undefined) | -0.4 | 1 | -1.3 | -0.1 | 1.6 | 0 | 0.2 | -0.6 | -3 | 1.3 | 5
COc1ccc2c(c1)c(CC(=O)OCC(=O)O)c(C)n2C(=O)c1ccc(Cl)cc1 | -0.1 | -2 | -0.5 | -0.5 | -1.1 | 1 | 0.1 | -0.6 | 2&-3 | 0.6 | -14
C=CCNC(=S)NNC(=O)c1cc(O)ccc1O | -4.0 | -39 | -0.3 | 5.0 | 1.4 | 2 | x | -2.1 | 2 | -0.1 | 19
O=C(NCCCc1ccccc1)C(=O)c1c[nH]c2ccccc12 | 0.8 | -8 | -0.3 | 0.0 | 2.4 | 7 | -0.3 | 1.1 | -1 | -0.7 | -19
Cc1cccc(S(=O)(=O)Nc2nc3ccccc3nc2NCC2CCCO2)c1 (centres undefined) | 0.2 | -107 | -1.7 | 3.1 | 2.4 | 0 | -0.3 | -0.6 | 1 | 0.3 | -14
COc1ccc(C(=O)Nc2ccc3nc(C)sc3c2)cc1S(=O)(=O)N1CCOCC1 | -1.4 | 5 | -1.7 | -3.0 | -0.1 | -5 | 0.9 | -1.7 | 0 | -1.7 | -11
COCCCN(C(=O)c1cccnc1SC)c1c(N)n(Cc2ccccc2)c(=O)[nH]c1=O | -0.2 | 3 | -1.1 | 0.8 | 0.9 | -3 | -1.0 | -2.2 | 3 | -0.3 | 5
COc1ccc(C(=O)NCCCN=C2NS(=O)(=O)c3ccccc32)cc1 | -2.2 | -5 | -0.7 | -1.4 | 0.4 | -4 | -0.2 | -0.1 | 1 | -0.4 | -1
O=S(OCCN1CCCC1)C(c1ccccc1)c1ccccc1 (centres undefined) | -0.3 | -5 | -1.2 | -5.0 | 0.1 | -3 | -0.7 | 1.8 | 6 | -2.3 | 8
CCCCN(CC)CCNC(=O)C1c2cc(OC)c(OC)cc2C(=O)N2CCc3ccccc3C12 (centres undefined) | 1.4 | 1 | -1.5 | 0.7 | -5.8 | -4 | -0.6 | -1.1 | -2 | 0.9 | 3
Cc1cc(C)nc(SCc2cc(=O)c(OC(=O)c3ccc(Cl)c([N+](=O)[O-])c3)co2)n1 | 0.9 | -2 | -1.9 | -1.8 | 0.8 | -2 | 1.3 | 0.3 | -1 | -0.2 | 22*
CC(=O)N1c2ccc(S(=O)(=O)N3CCC(C(=O)NC4CCCCC4)CC3)cc2CC1C (centres undefined) | -0.2 | -4 | -1.4 | -0.8 | 0.1 | -1 | 0.1 | 1.2 | -3 | 0.1 | 3
O=C(Cc1ccsc1)Nc1ccc2c(c1)OCO2 | 0.4 | -4 | -1.3 | 2.7 | 1.2 | 1 | 0.3 | 3.4 | -2 | 1.5 | 14
Cc1cc(C)nc(SCC(=O)OC(C)C(=O)Nc2ccccc2)n1 (centres undefined) | 0.3 | -2 | -1.1 | 1.4 | -1.2 | -1 | -0.1 | -1.5 | 1 | 0.3 | -9
CCOC(=O)C1CCCN(S(=O)(=O)c2ccc3c(c2)N(C)C(=O)CC(=O)N3C)C1 (centres undefined) | 0.5 | 0 | -0.6 | 1.1 | -2.4 | -1 | 0.7 | -1.0 | -2 | 0.3 | 7
Oc1ccccc1Nc1ncnc2c1oc1ccccc12 | -0.4 | -51 | 0.0 | 3.2 | 1.4 | 4 | 1.0 | 4.0 | -2 | 0.3 | -4
CCn1cc(/C=C(\NC(=O)c2ccccc2)C(=O)N2CCOCC2)c2ccccc21 | -1.1 | -13 | -1.6 | -2.0 | -0.4 | -1 | -0.2 | -1.1 | 6 | -1.1 | -7

Entries of single compounds as entered above. Order of screens: PG9 binder	PLC-beta3 inh	ssDAF-12 act	hgDAF-12 ag	GAA850 FXN act	SMARCA2 activ	DAX1 inh-1	hcDAF12 agonist	NR1D1 modulator	DAX1 inh-2	HGIII-sPLA2 inh
`C=CCNC(=S)NNC(=O)c1cc(O)ccc1O` across the screens: -4.0	-39	-0.3	5.0	1.4	2	x	-2.1	2	-0.1	19
`O=C(NCCCc1ccccc1)C(=O)c1c[nH]c2ccccc12` across the screens: 0.8	-8	-0.3	0.0	2.4	7	-0.3	1.1	-1	-0.7	-19

More compounds
SMILES | PG9 binder | PLC-beta3 inh | ssDAF-12 act | hgDAF-12 ag | GAA850 FXN act | SMARCA2 activ | DAX1 inh-1 | hcDAF12 agonist | NR1D1 modulator | DAX1 inh-2 | HGIII-sPLA2 inh
NC(=O)c1ccc(C(=O)c2ccc([N+](=O)[O-])cc2)cc1 | -1.9 | 5 | -1.3 | -1.6 | -1.0 | -3 | -0.6 | -0.8 | 3 | -0.6 | -4
CC(=O)Nc1ccc(NS(=O)(=O)c2ccc(Cl)s2)cc1 | -2.0 | 2 | -1.7 | -2.9 | -0.3 | 1 | 4.0 | 0.1 | 0 | -0.6 | 0
CN(c1ccccc1C(=O)O)S(=O)(=O)c1ccc2[nH]c(=O)[nH]c2c1 | -0.5 | -3 | -0.9 | -1.0 | 1.2 | 1 | 0.5 | 1.6 | 5 | 0.1 | -2
COC(=O)c1cc(-c2ccc(NC(C)=O)cc2)nc2ccccc12 | 1.5 | i | -1.9 | 2.5 | 2.6 | 2 | -1.6 | -1.7 | -1 | -1.1 | -4
CC(C)C[C@@H](CN1CCC[C@H]1CN1C(=O)C(=O)NC[C@@H]1Cc1ccc(O)cc1)N1C[C@H](Cc2ccccc2)N(CC2CCCCC2)C(=O)C1=O | 1.5 | -4 | -1.0 | -0.7 | x | -3 | x | -0.5 | -1 | 1.1 | -13
CC(C)N1CCC(N2CCN(CCCc3ccccc3)CC2CCO)CC1 (centres undefined) | -0.5 | 2 | -1.4 | -0.8 | -0.1 | -2 | -0.4 | 0.5 | -2 | 0.7 | 7
Cn1c(=O)[nH]c(=O)c2c1nc(N/N=C/C(Br)=C/c1ccccc1)n2CCO | -8.8 | -11 | -1.4 | -2.0 | 1.8 | -4 | -2.1 | 0.3 | 11 | 0.0 | 5
N#CC1=C(Nc2ccccc2Cl)SC(c2ccccc2O)NC1=O (centres undefined) | 0.5 | -43 | -0.1 | 2.6 | -2.0 | 1 | -0.4 | -1.4 | -1 | 0.0 | 6
O=C(Nc1ccc(F)cc1)C(c1ccccc1)N1CCN(CC(=O)N2CCCC2)CC1 (centres undefined) | -0.8 | -5 | -1.2 | 2.0 | -0.5 | -1 | 0.6 | -0.7 | -2 | -1.0 | 3
COc1ccc(CCNC(=O)CCC(=O)n2ncc3ccc(Cl)cc32)cc1OC | 1.1 | 2 | 0.4 | 7.5 | 0.5 | 0 | 1.6 | 3.0 | -5 | -0.8 | -5
CCn1nc(NC(=O)c2ccncc2)c2cc3ccccc3nc21 | -14 | -33 | -1.1 | -0.8 | -1.2 | 3 | -1.7 | -2.5 | 2 | -1.3 | 3
C=CC[C@H](CC(=O)NCCO)C(=O)NC[C@@H](OC(=O)[C@H](CC=C)CC(=O)OC(C)(C)C)c1ccccc1 | -1.1 | 0 | -1.3 | -0.5 | -1.4 | 0 | 1.0 | -1.5 | 4 | -0.1 | 2
COC(=O)c1ccc(N2C(=O)c3cc(N4CCOCC4)c([N+](=O)[O-])cc3C2=O)cc1 | 0.7 | 3 | -1.1 | -3.0 | 1.2 | -1 | -0.9 | 1.1 | 0 | -0.2 | 1
CCOc1ccc(C(=O)Nc2cccc3ncccc23)cc1Br | -1.4 | 2 | -2.4 | -3.9 | 1.8 | -4 | 2.5 | -3.0 | -1 | -0.7 | -2
CC(C)NC(=O)N1Cc2cc(C(=O)NC3CCCCC3)nc(-c3cccc(-c4cccnc4)c3)c2[C@@H]1CCO | 0.8 | 3 | -0.9 | -3.6 | x | -3 | x | -0.5 | -4 | -4.4 | -6
COc1cccc(Nc2nc(C(C)N)cs2)n1 (centres undefined) | -0.6 | 2 | -1.7 | -0.6 | -1.5 | -3 | x | 1.2 | -5 | -2.1 | 13
Cc1c(Cl)cccc1NC(=S)NC1CCN(C(C)C)CC1 | -0.5 | -4 | -1.8 | 0.7 | -2.6 | -3 | 0.8 | 0.6 | 2 | 1.1 | 2
O=C(CN(C(=O)Cn1nnc(-c2ccccc2F)n1)c1cnc2ccccc2c1)NCC1CCCO1 (centres undefined) | -0.2 | -32 | -0.7 | -3.5 | 0.6 | -6 | -0.3 | 1.2 | 0 | -0.4 | 1
COc1ccc(-c2cccc(NC(=O)c3ccc4c(c3)OCO4)c2)nn1 | 0.6 | -6 | -0.8 | -1.8 | 0.6 | 0 | -1.7 | 0.3 | 0 | -0.9 | 1
Cn1c(=O)oc2cc(S(=O)(=O)N3CCc4ccccc43)ccc21 | -0.6 | -2 | -0.6 | -4.0 | 2.1 | -2 | -0.7 | 0.6 | 3 | -0.7 | -6
COc1ccc2c(c1)NC(=O)[C@@]2(CCN1C(=O)c2ccccc2C1=O)c1[nH]c2ccccc2c1CCN1C(=O)c2ccccc2C1=O | x | -3 | -2.4 | -4.3 | x | x | x | -3.6 | 2 | x | -2
COC(=O)c1nn(-c2ccccc2)c(Sc2ccccc2)c1/C=N/O | 1.0 | -1 | -1.1 | -1.8 | -1.7 | -1 | -1.2 | -0.1 | -2 | -0.5 | -11
CCOC(=O)C1(Cc2cccc(F)c2)CCN(C(=O)c2ccoc2C)CC1 | -0.9 | -1 | -1.9 | -3.0 | 0.0 | -2 | 0.5 | -0.8 | 1 | 0.6 | -8
O=C(NCC1CCCO1)C1CCN(c2ccc(S(=O)(=O)N3CCCC3)cc2)CC1 (centres undefined) | -1.4 | -3 | -1.8 | -3.7 | -0.3 | -4 | 0.5 | -2.0 | -4 | -0.4 | 0
O=C(N/N=C/c1cccc(C(F)(F)F)c1)c1ccc(O)cc1 | 0.0 | -5 | -1.6 | 5.8 | 2.6 | 0 | -1.2 | 0.1 | 7 | 0.4 | -3
CC1CCN(CCOCCOc2ccccc2-c2ccccc2)CC1 | -1.1 | 4 | -1.6 | 1.6 | -2.0 | -2 | 0.2 | 0.6 | 0 | -0.2 | -2
O=C(O)c1ccc(-c2ccc(/C=N/Nc3ccc([N+](=O)[O-])cc3)o2)cc1 | -1.1 | -150 | -1.7 | 5.0 | 0.4 | 2 | 0.1 | 0.1 | 21* | 1.0 | -4
Clc1nc2nc3n(c2nc1Cl)CCC3 | -0.7 | -4 | -1.2 | -0.9 | 1.1 | -1 | 0.8 | -1.8 | -12 | 0.4 | 2
CC(=O)N1CCCN(S(=O)(=O)c2ccc3c(c2)oc(=O)n3C)CC1 | x | 0 | -1.4 | 1.3 | x | -4 | x | 0.2 | 0 | -0.2 | 1

Compound activity (PubChem)

Outcome played no part in choosing rows; overall some 7% were active at least once.
